SMARCA2 act: SMARCA2 function activation, primary screen | MG213 cells, MMTV-luciferase reporter, dexamethasone, overnight | activation, % at 9.1 µM | 370,000 tested, 1% active; in the data active = activation above about 7.8%;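 also: 0% = vehicle wells and 100% = reference activator wells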
DAX1 inh-1: DAX1 (NR0B1) inhibition, primary screen | HEK293T StAR-luciferase reporter, SF-1/DAX-1 repression relief | inhibition, % at 6.8 µM | 370,000 tested, 1.1% active | AID 652010;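 active = inhibition above the mean over all tested compounds plus 3 SD, cut at about 3.6% in these data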;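 also: 0% = DAX-1 cells with DMSO and 100% = cells lacking DAX-1 with DMSO; higher inhibition means more luminescence from relief of DAX-1 repression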
hcDAF-12 act: activates DAF-12 receptor from parasite H. contortus. HEK293 hcDAF-12 lit1-tk-luc reporter, luminescence; 0% DMSO, 100% Δ7-dafachronic acid. activation, % at 6.8 µM. 370,000 tested, 1.4% active;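 active = activation above the mean of all tested compounds plus 3 SD, cut at about 5.5% in these data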;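 also: 100% = response to 3 µM Δ7-dafachronic acid high control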
PLC-gamma1 inh: blocks human PLC-gamma1 enzyme activity; purified PLC-gamma1, fluorogenic substrate, fluorescence; inhibition, % at 12.2 µM; AID 720700; 370,000 tested, 0.84% active; in the data active = inhibition above about 9.5%
ssDAF-12 act: activates DAF-12 receptor from parasite S. stercoralis; HEK293 ssDAF-12/GRIP1 lit1-tk-luc reporter, luminescence; % of 3 µM dafachronic acid response; activation, % at 6.8 µM; 370,000 tested, 1% active;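 active = activation above the mean over all tested compounds plus 3 SD, cut at about 0.9% in these data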;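 also: 0% = DMSO-only wells and 100% = 3 µM delta7-dafachronic acid wells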
ADAM17 inh: inhibitors of human ADAM17. recombinant ADAM17, EDANS/DABCYL FRET peptide cleavage. inhibition, % at 6.95 µM. 370,000 tested, 0.83% active. AID 720648;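 active = inhibition above the mean of compounds lying between control limits plus 3 SD, set per campaign, cut at about 8.5% in these data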;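 also: 0% = DMSO-only wells as the low control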
DAX1 inh-2: inhibitors of human orphan nuclear receptor DAX1 (NR0B1); HEK293 Gal4-DAX1 luciferase reporter, luminescence; inhibition, % at 6.75 µM; 340,000 tested, 0.99% active; AID 504766;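 active = inhibition above the mean over all tested compounds plus 3 SD, cut at about 4.2% in these data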;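 also: 0% = DAX1-transfected cells with DMSO and 100% = empty-vector control cells with DMSO; inhibition shows as a rise in luminescence from relieved DAX1 repression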
NR1D1 modulator: Rev-erb alpha (human) modulation; P20393; Rev-erbα–FITC-DNA binding, fluorescence polarization, 90 min; activity, % at 10 µM; 370,000 tested, 0.79% active; AID 1259318;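 active = activity above about 14%, limit read from the data; passing the limit was not always enough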;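 also: 0% = DMSO wells with 35 nM protein and 100% = DMSO wells with 750 nM protein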
MBD2 inh: MBD2-methylated oligo binding inhibition; Q9UBB5; TR-FRET, MBD2 binding to methylated oligonucleotide; inhibition, % at 4.4 µM; 370,000 tested, 0.31% active; AID 686964; in the data active = inhibition above about 13%
PLCb3 inh: blocks human PLC-beta3 enzyme activity; Q01970; Purified PLC-beta3, fluorogenic substrate, fluorescence; inhibition, % at 12.2 µM; 370,000 tested, 0.18% active; AID 720704; in the data active = inhibition above about 11%;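 also: 0% = median of compound wells on plate and 100% = full blocker control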
hgDAF12 agonist: hgDAF-12 agonism, primary luciferase screen; HEK293 GAL4-hgDAF12 UAS-luciferase reporter, agonist luminescence; normalized to butyrate control; activation, % at 6.8 µM; 370,000 tested, 1.8% active; AID 687014;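 active = activation above a cutoff set at the mean of all screened compounds plus 3 SD, cut at about 10% in these data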;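 also: 0% = DMSO wells and 100% = sodium butyrate wells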
* hit, by the source's call.

Start of the data: the first two records (preview)
For COc1ccc(CNC(=O)CN(C(=O)c2snc(C(N)=O)c2N)c2ccc(OC)c(OC)c2)cc1 the results were SMARCA2 act 1, DAX1 inh-1 0.9, hcDAF-12 act -1.7, PLC-gamma1 inh -2, ssDAF-12 act -1.1, ADAM17 inh -1, DAX1 inh-2 0.8, NR1D1 modulator -1, MBD2 inh -2, PLCb3 inh -6 and hgDAF12 agonist -2.2.
`COc1ccccc1-n1c(SCC(=O)N2CCCCC2)nnc1-c1ccccc1O` gave SMARCA2 act 0, DAX1 inh-1 -1.1, hcDAF-12 act -1.5, PLC-gamma1 inh 4, ssDAF-12 act -2.0, ADAM17 inh 3, DAX1 inh-2 -0.4, NR1D1 modulator -3, MBD2 inh -6, PLCb3 inh 5 and hgDAF12 agonist -2.8.

The list itself, from the start:
For COc1ccc(CNC(=O)CN(C(=O)c2snc(C(N)=O)c2N)c2ccc(OC)c(OC)c2)cc1 the results were SMARCA2 act 1, DAX1 inh-1 0.9, hcDAF-12 act -1.7, PLC-gamma1 inh -2, ssDAF-12 act -1.1, ADAM17 inh -1, DAX1 inh-2 0.8, NR1D1 modulator -1, MBD2 inh -2, PLCb3 inh -6 and hgDAF12 agonist -2.2.
`COc1ccccc1-n1c(SCC(=O)N2CCCCC2)nnc1-c1ccccc1O` gave SMARCA2 act 0, DAX1 inh-1 -1.1, hcDAF-12 act -1.5, PLC-gamma1 inh 4, ssDAF-12 act -2.0, ADAM17 inh 3, DAX1 inh-2 -0.4, NR1D1 modulator -3, MBD2 inh -6, PLCb3 inh 5 and hgDAF12 agonist -2.8.
For CC(C(=O)NCCS(=O)(=O)c1ccc(Cl)cc1)S(=O)(=O)c1ccccc1 (stereo not given) the results were SMARCA2 act -1, DAX1 inh-1 -0.4, hcDAF-12 act -1.0, PLC-gamma1 inh 3, ssDAF-12 act -1.4, ADAM17 inh 0, DAX1 inh-2 -0.3, NR1D1 modulator -2, MBD2 inh 7, PLCb3 inh -4 and hgDAF12 agonist -0.2.
`O=C(NC1CCCCN(Cc2ccc(Cl)cc2)C1=O)c1ccc(F)c(F)c1` (stereo not given) gave SMARCA2 act -3, DAX1 inh-1 -2.1, hcDAF-12 act -2.5, PLC-gamma1 inh 2, ssDAF-12 act -0.2, ADAM17 inh -4, NR1D1 modulator -6, MBD2 inh 6, PLCb3 inh -2 and hgDAF12 agonist 0.8.
Screening COc1cc(/C=N/OCC(=O)Nc2cc(C)on2)ccc1OCc1ccccc1 returned SMARCA2 act 0, DAX1 inh-1 -0.5, hcDAF-12 act 1.3, PLC-gamma1 inh 0, ssDAF-12 act -1.2, ADAM17 inh 2, DAX1 inh-2 0.8, NR1D1 modulator -1, MBD2 inh 3, PLCb3 inh 2 and hgDAF12 agonist 6.6.
`COc1ccc(C(=O)C[C@@H]2OC[C@H](Cc3ccccc3)N2S(=O)(=O)c2ccc(C)cc2)cc1OC` gave SMARCA2 act -1, DAX1 inh-1 -0.4, hcDAF-12 act -2.1, PLC-gamma1 inh -4, ssDAF-12 act -1.1, ADAM17 inh -1, NR1D1 modulator -6, MBD2 inh 3, PLCb3 inh -3 and hgDAF12 agonist 1.1.
`CCC(C)(C)NC(=O)C(c1cccn1C)N(C(=O)Cn1nnc2ccccc21)c1ccc(F)cc1` (stereo not given) gave SMARCA2 act -1, DAX1 inh-1 0.4, hcDAF-12 act -1.3, PLC-gamma1 inh 0, ssDAF-12 act -1.4, ADAM17 inh -6, DAX1 inh-2 0.0, NR1D1 modulator -2, MBD2 inh 1, PLCb3 inh 1 and hgDAF12 agonist -0.1.
`O=C(O)CCCC(=O)NCCCCc1ccccc1` gave SMARCA2 act 0, DAX1 inh-1 0.4, hcDAF-12 act 1.2, PLC-gamma1 inh 1, ssDAF-12 act -1.1, ADAM17 inh -1, DAX1 inh-2 -0.6, NR1D1 modulator 4, MBD2 inh -1, PLCb3 inh 1 and hgDAF12 agonist 0.0.
For O=C(NCCN1C(=O)C2C3C=CC(C3)C2C1=O)c1cc(F)cc(F)c1 (stereo not given) the results were SMARCA2 act -4, DAX1 inh-1 -0.7, hcDAF-12 act -0.9, PLC-gamma1 inh -1, ssDAF-12 act -1.2, ADAM17 inh 3, NR1D1 modulator 8, MBD2 inh -2, PLCb3 inh 1 and hgDAF12 agonist 6.6.
`COc1ccccc1Nc1nc(N2CCCC2)nc(N2CCOCC2)n1` gave SMARCA2 act 1, DAX1 inh-1 0.2, hcDAF-12 act -0.4, PLC-gamma1 inh 1, ssDAF-12 act -1.3, ADAM17 inh -4, DAX1 inh-2 0.8, NR1D1 modulator -1, MBD2 inh 5, PLCb3 inh 1 and hgDAF12 agonist 1.7.
Screening Cc1ccc(S(=O)(=O)N2CCN(C(=O)C(C)Cn3cncn3)CC2)cc1 (stereo not given) returned SMARCA2 act 2, DAX1 inh-1 0.2, hcDAF-12 act -2.0, PLC-gamma1 inh 1, ssDAF-12 act -1.5, ADAM17 inh -2, DAX1 inh-2 -1.7, NR1D1 modulator -2, MBD2 inh -5, PLCb3 inh -6 and hgDAF12 agonist -1.6.
O=C(NCC(O)c1nc2ccccc2[nH]1)c1ccc(Br)cc1 (stereo not given) was read as SMARCA2 act -1, DAX1 inh-1 -0.3, hcDAF-12 act -0.8, PLC-gamma1 inh -1, ssDAF-12 act -0.9, ADAM17 inh -3, NR1D1 modulator 0, MBD2 inh 0, PLCb3 inh 0 and hgDAF12 agonist -2.0.
Screening CC(C)(C)C(=O)Nc1ccc(N2CCN(S(C)(=O)=O)CC2)cc1 returned SMARCA2 act -1, DAX1 inh-1 0.2, hcDAF-12 act 0.5, PLC-gamma1 inh 1, ssDAF-12 act -1.3, ADAM17 inh -4, DAX1 inh-2 -0.4, NR1D1 modulator 0, MBD2 inh 3, PLCb3 inh 1 and hgDAF12 agonist 1.9.
Screening O=C(Cn1c(-c2ccc(Cl)cc2)noc1=O)N1CCN(c2ccccc2F)CC1 returned SMARCA2 act -3, DAX1 inh-1 -1.5, hcDAF-12 act -0.6, PLC-gamma1 inh 3, ssDAF-12 act -0.8, ADAM17 inh -4, DAX1 inh-2 -0.9, NR1D1 modulator 2, MBD2 inh 0, PLCb3 inh 1 and hgDAF12 agonist -0.7.
For COC(=O)CSc1nc(C(C)C)nc2ccccc12 the results were SMARCA2 act 5, DAX1 inh-1 -0.2, hcDAF-12 act -0.3, PLC-gamma1 inh 5, ssDAF-12 act -1.4, ADAM17 inh 1, DAX1 inh-2 0.8, NR1D1 modulator 5, MBD2 inh 2, PLCb3 inh 0 and hgDAF12 agonist 1.1.
O=C1c2ccccc2NC(c2ccccc2Br)N1CCCN1CCOCC1 (stereo not given) was read as SMARCA2 act 8.1*, DAX1 inh-1 0.2, hcDAF-12 act -1.4, PLC-gamma1 inh -154, ssDAF-12 act -1.4, ADAM17 inh -153, DAX1 inh-2 -0.1, NR1D1 modulator -3, MBD2 inh 0, PLCb3 inh -183 and hgDAF12 agonist -0.6.
Screening CC1C(=O)c2ccccc2CC1C(=O)O (stereo not given) returned SMARCA2 act -4, DAX1 inh-1 -0.1, hcDAF-12 act -2.2, PLC-gamma1 inh -4, ssDAF-12 act -1.3, ADAM17 inh -2, DAX1 inh-2 2.2, NR1D1 modulator 0, MBD2 inh 3, PLCb3 inh 0 and hgDAF12 agonist 0.3.
Cc1cccc(NC(=S)NCc2ccncc2)c1C was read as SMARCA2 act -1, DAX1 inh-1 -0.5, hcDAF-12 act -0.8, PLC-gamma1 inh 1, ssDAF-12 act -1.5, ADAM17 inh -2, DAX1 inh-2 -0.9, NR1D1 modulator -5, MBD2 inh 2, PLCb3 inh 2 and hgDAF12 agonist 0.3.
CCCCCC(=O)N/N=C/c1ccco1 was read as SMARCA2 act 1, DAX1 inh-1 -0.1, hcDAF-12 act -1.3, PLC-gamma1 inh -24, ssDAF-12 act -0.6, ADAM17 inh 0, DAX1 inh-2 1.2, NR1D1 modulator -3, MBD2 inh -1, PLCb3 inh 0 and hgDAF12 agonist 3.1.
Screening Cc1nc2cc(-c3ccc(Cl)cc3)nn2c(C)c1CCC(=O)NCc1ccco1 returned SMARCA2 act -11, DAX1 inh-1 -1.2, hcDAF-12 act -4.6, PLC-gamma1 inh -21, ssDAF-12 act -0.8, ADAM17 inh -3, DAX1 inh-2 -1.1, NR1D1 modulator -5, MBD2 inh -6, PLCb3 inh -18 and hgDAF12 agonist -11.
For Cc1ccc2c(c1)sc(=NC(=O)C1CC1)n2C the results were SMARCA2 act 0, DAX1 inh-1 2.5, hcDAF-12 act 8.7*, PLC-gamma1 inh -5, ssDAF-12 act 1.7*, ADAM17 inh -8, DAX1 inh-2 3.0, NR1D1 modulator -2, MBD2 inh 1, PLCb3 inh -14 and hgDAF12 agonist 13*.
For CCOC(=O)c1cncc(C#CCO)c1 the results were SMARCA2 act -1, DAX1 inh-1 1.1, hcDAF-12 act -0.2, PLC-gamma1 inh 4, ssDAF-12 act -0.9, ADAM17 inh -3, DAX1 inh-2 -0.2, NR1D1 modulator 0, MBD2 inh 3, PLCb3 inh -3 and hgDAF12 agonist -0.3.
For CC(=O)N1CCC(N(CCN2CCOCC2)C(=S)Nc2cccc(C)c2C)CC1 the results were SMARCA2 act -1, DAX1 inh-1 -0.7, hcDAF-12 act -0.2, PLC-gamma1 inh 0, ssDAF-12 act -1.7, ADAM17 inh -3, DAX1 inh-2 -1.0, NR1D1 modulator 0, MBD2 inh 1, PLCb3 inh 0 and hgDAF12 agonist -1.8.
For CSc1ccc(CNC(=O)C2CCC(=O)N(CCc3cccc(F)c3)C2)cc1 (stereo not given) the results were SMARCA2 act 6, DAX1 inh-1 0.2, hcDAF-12 act 0.6, PLC-gamma1 inh -1, ssDAF-12 act -1.2, ADAM17 inh 0, DAX1 inh-2 0.3, NR1D1 modulator -5, MBD2 inh -2, PLCb3 inh -5 and hgDAF12 agonist -0.4.
`CCOC(=O)C1CCCN(C(=O)c2cc(-c3ccc(F)cc3)nc3ccccc23)C1` (stereo not given) gave SMARCA2 act -1, DAX1 inh-1 -0.2, hcDAF-12 act -1.9, PLC-gamma1 inh -29, ssDAF-12 act -1.4, ADAM17 inh -7, DAX1 inh-2 -1.0, NR1D1 modulator -1, MBD2 inh 5, PLCb3 inh -34 and hgDAF12 agonist -0.9.
Screening CNc1csc(C)c(C)c1=O returned SMARCA2 act -1, DAX1 inh-1 0.6, hcDAF-12 act -1.1, PLC-gamma1 inh 0, ssDAF-12 act -0.9, ADAM17 inh -2, DAX1 inh-2 -0.6, NR1D1 modulator -6, MBD2 inh 3, PLCb3 inh 3 and hgDAF12 agonist -0.5.
CC(N)c1csc(Nc2ccc(C(=O)NCCCO)cn2)n1 (stereo not given) was read as SMARCA2 act -3, DAX1 inh-1 -0.1, hcDAF-12 act -1.3, PLC-gamma1 inh -6, ssDAF-12 act -1.2, ADAM17 inh 2, NR1D1 modulator -10, MBD2 inh -1, PLCb3 inh -11 and hgDAF12 agonist 0.3.
For CC1(C)CC(=O)C=C(Nc2ccc(S(N)(=O)=O)cc2)C1 the results were SMARCA2 act -3, DAX1 inh-1 -0.4, hcDAF-12 act -0.8, PLC-gamma1 inh -43, ssDAF-12 act -1.0, ADAM17 inh -29, DAX1 inh-2 0.1, NR1D1 modulator -3, MBD2 inh 0, PLCb3 inh -57 and hgDAF12 agonist 0.6.

Assay outcomes: PubChem BioAssay, several laboratories
